Mtb BioA inh: M. tuberculosis BioA enzyme inhibitors, primary screen, biochemical, plate reader, single point, HTS; hit rate 0.096% among 360,000; purified M. tuberculosis BioA enzyme; 7,8-diaminopelargonic acid synthase BioA (Mycobacterium tuberculosis); inhibition, % at 9.99 µM; AID 602481, 2012; in the data active means inhibition above about 40%
PfHsp40 rescue: rescue of yeast from PfHsp40 toxicity, primary screen, S. cerevisiae, ATP luminescence. growth rescue, % at 12.5 µM. S. cerevisiae expressing PfHsp40, growth rescue. AID 504582, 2011. hit rate 0.68% among 340,000; in the data active means growth rescue above about 28%, passing the limit was not always enough;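 further: yeast W303a lacking pdr1 and pdr3 grown in galactose medium; growth measured after three days at 30 °C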
FadD28 binding: inhibitors of FadD28 bisubstrate probe binding, primary screen, biochemical, fluorescence polarization, single point. Mycobacterium tuberculosis FadD28 fatty-acid-AMP ligase. inhibition, % at 12.5 µM. hit rate 0.22% among 360,000. AID 588549, 2011; in the data active means inhibition above about 8.5%, passing the limit was not always enough
TcdB inh: TcdB glycohydrolase inhibitors, primary screen, biochemical, single point, plate reader. inhibition, % at 9.99 µM. AID 652162, 2013. Toxin B (Clostridioides difficile), P18177. TcdB glycohydrolase enzymatic assay. hit rate 0.24% among 350,000; in the data active means inhibition above about 10%
Vc quorum ag: inducers of Vibrio cholerae quorum light production without autoinducers, primary screen, BH1578 luxS cqsA deficient, single point. V. cholerae BH1578 lux reporter, luminescence, 6 h. activation, % at 18.7 µM. hit rate 0.16% among 350,000; in the data active means activation mostly above about 9.7%, no sharp cut-off; further: not every result past the cut was called active; inactives centre near 0; reference of the scale not given here
Mtb UGM inh: M. tuberculosis UGM enzyme inhibitors, primary screen, biochemical, fluorescence polarization, single point; UDP-galactopyranose mutase (Mycobacterium tuberculosis (strain ATCC 25618 / H37Rv)), …; purified UGM, fluorescence polarization probe displacement; inhibition, % at 10 µM; hit rate 0.06% among 320,000; in the data active means inhibition above about 10%, passing the limit was not always enough
Target sequence (P9WIQ1 whole entry, looked up): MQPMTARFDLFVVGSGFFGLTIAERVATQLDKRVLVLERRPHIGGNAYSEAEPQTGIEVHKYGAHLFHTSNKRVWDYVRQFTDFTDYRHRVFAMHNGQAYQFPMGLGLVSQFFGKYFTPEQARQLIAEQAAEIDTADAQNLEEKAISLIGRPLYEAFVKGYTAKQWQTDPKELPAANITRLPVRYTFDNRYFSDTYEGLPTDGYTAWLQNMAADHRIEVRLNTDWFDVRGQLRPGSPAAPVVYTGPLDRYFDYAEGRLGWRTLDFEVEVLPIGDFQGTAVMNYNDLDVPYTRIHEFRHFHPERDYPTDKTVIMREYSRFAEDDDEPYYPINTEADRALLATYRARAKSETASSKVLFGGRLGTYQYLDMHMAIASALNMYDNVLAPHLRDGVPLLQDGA
GDH-TPI counter: GDH-TPI coupling enzyme inhibitors, primary screen, artefact control for M. tuberculosis FBA inhibitor project, biochemical, absorbance, full deck; hit rate 1.2% among 360,000; GDH-TPI coupled enzyme counterscreen, NADH absorbance; inhibition, % at 4.8 µM; AID 588335, 2011; in the data active means inhibition above about 30%;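 further: 0% = DMSO wells and 100% = wells lacking the enzyme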
Yp Topo-I inh: Yersinia pestis topoisomerase I inhibitors, primary screen, biochemical, cleavage product accumulation, plate reader, single point; DNA topoisomerase I (Yersinia pestis CO92); Y. pestis Topo-I cleavage product accumulation; activity, % at 10 µM; hit rate 0.064% among 360,000; AID 504884, 2011; in the data active means activity above about 50%, passing the limit was not always enough; further: inactives centre near 2
FBA Mtb inh: Mtb FBA enzyme inhibitors, primary screen, biochemical, fluorescence, strain H37Rv | purified M. tuberculosis FBA, fluorescence read-out | inhibition, % at 1 µM | hit rate 2.3% among 360,000 | Fructose-bisphosphate aldolase (Mycobacterium tuberculosis (strain ATCC 25618 / H37Rv)), … | AID 588726, 2011; in the data active means inhibition above about 27%;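 further: 0% = vehicle and 100% = reference inhibitor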
Target sequence (P9WQA3 whole entry, looked up): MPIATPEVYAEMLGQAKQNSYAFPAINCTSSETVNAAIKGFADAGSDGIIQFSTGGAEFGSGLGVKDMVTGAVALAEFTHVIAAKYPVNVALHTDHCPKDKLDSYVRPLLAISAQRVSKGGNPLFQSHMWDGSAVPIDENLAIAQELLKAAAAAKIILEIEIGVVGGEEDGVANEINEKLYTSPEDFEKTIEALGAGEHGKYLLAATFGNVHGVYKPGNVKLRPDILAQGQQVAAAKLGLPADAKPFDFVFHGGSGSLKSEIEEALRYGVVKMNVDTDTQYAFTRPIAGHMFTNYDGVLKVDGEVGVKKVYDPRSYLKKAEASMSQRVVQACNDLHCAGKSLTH
* = called active by the depositor; i = inactive; x = not tested or not shown.

SMILES	Mtb BioA inh	PfHsp40 rescue	FadD28 binding	TcdB inh	Vc quorum ag	Mtb UGM inh	GDH-TPI counter	Yp Topo-I inh	FBA Mtb inh
O=C(N/N=C/c1ccccc1OC(F)F)C1=COCCO1	13	0.2	-1.0	2.1	-0.1	3.1	-3	2	-2
CC(C)N1CC(C(=O)Nc2ccc(Br)c(Cl)c2)CC1=O (centres undefined)	5.4	-0.9	-4.1	x	-3.7	3.5	-4	5	3
CCN(CC)CCOc1ccc2nc(N(C)C)sc2c1	-1.0	0.5	-1.7	x	-0.2	-0.7	7	3	1
CCCCN(C1CCS(=O)(=O)C1)S(=O)(=O)c1cccs1 (centres undefined)	0.6	-0.2	-1.2	1.2	-1.8	-0.4	-2	-8	-1
COc1ccc(CNC(=O)C(Cc2ccccc2)n2cccc2)cc1 (centres undefined)	0.3	2.6	-1.0	-0.7	i	-2.0	0	9	-1
Cc1cccc(C(=O)C2CCOC(C)(C)C2)c1 (centres undefined)	x	0.0	0.3	1.1	-0.3	0.0	13	2	3
CCCn1c(SCC(=O)c2cc(C)n(-c3ccc4c(c3)OCO4)c2C)n[nH]c1=O	8.3	-0.6	-1.3	3.7	-0.8	x	8	22	0
N#C/C(=C/c1ccc(Sc2nc3ccccc3[nH]2)o1)c1cccc(Br)c1	-0.2	3.9	-51	x	i	1.3	14	-8	-2
CC(C)Sc1nc2[nH]ncc2c(=O)[nH]1	12	-2.1	-4.1	1.6	-1.1	0.8	-2	7	-3
COCCNC(=O)C1CC2Cn3c(nc4cc(C)c(C)cc43)C2N1C (centres undefined)	0.0	6.5	-2.4	0.8	-2.1	-1.0	6	-2	3
CCc1nc(N[C@H](C(=O)O)C(C)CC)c2oc3ccccc3c2n1 (some centres undefined)	7.7	-1.8	-4.2	x	5.9	-1.4	13	0	2
CCN(CC)C(=S)SCC(=O)NC12CC3CC(CC(C3)C1)C2	-0.1	0.4	-4.2	1.2	-0.1	-0.9	13	44	-1
Cc1cc(C(=O)COC(=O)Cc2n[nH]c(=O)c3ccccc23)c(C)n1CC(F)(F)F	0.7	0.1	-2.4	-1.0	-1.8	x	-3	9	-2
CC1(C(=O)NS(=O)(=O)c2ccc(C#N)cc2)CCN1C(=O)c1ccc(C2CCCCC2)cc1 (centres undefined)	-0.6	x	-0.5	-1.0	0.2	x	0	4	3
CC(C)CC(=O)NS(=O)(=O)c1ccc(NS(C)(=O)=O)cc1	x	1.7	-0.7	2.0	i	4.0	1	8	2
COc1ccc(-c2cc(NC=O)c3ncc(-c4cccc(C(=O)NCCN(C)C)c4)n3c2)c(OC)c1	-0.1	x	-4.6	0.7	i	x	7	-20	0
Cc1ccccc1NC(=O)COC(=O)[C@@H]1CCCN1C(=O)c1cccs1	-2.4	1.8	1.3	1.9	1.2	0.5	-6	0	0
C/C(=N/NC(=O)c1ccccn1)c1ccco1	0.9	0.0	-3.6	x	i	1.0	14	-6	-5
CCOC(=O)c1c(C)n(-c2ccccc2)c2ccc(OCCN(C)C)cc12	15	3.1	-1.6	-1.3	i	3.8	-3	9	5
CCCC1c2ccsc2CCN1C(=S)NC (centres undefined)	x	-0.4	-3.7	2.1	-0.4	0.9	-10	-11	1
O=C(CSc1ccc(F)cc1)NNC(=O)c1ccccc1Br	0.3	0.2	-1.9	-0.1	i	-0.5	6	-2	-1
O=C(Cc1ccc(Cl)cc1)Nc1ccc(C(=O)N2CCOCC2)cc1	x	0.1	1.2	2.6	-0.5	-0.6	0	-5	1
COCCNC(=O)C1(C)CCCN(Cc2csc3ccccc23)C1 (centres undefined)	0.8	x	-1.2	0.3	i	x	10	15	2
CCCNS(=O)(=O)c1ccc(OCC(=O)N2CCc3ccccc3C2)c(C)c1	2.6	-0.9	-2.4	-0.5	-1.7	3.0	8	27	0
O=c1sc2ccccc2n1CCCOc1ccccc1	-0.5	0.4	0.4	x	-0.8	1.1	0	15	-1
NC(=O)C1CCN(C(=O)COc2ccc(S(=O)(=O)NCc3ccccc3)cc2Cl)CC1	-1.1	1.0	0.3	1.1	-0.3	-0.9	-1	4	5
O=C(NCC(c1cccnc1)N1CCN(c2ccc(F)cc2)CC1)c1ccco1 (centres undefined)	-0.8	0.6	-2.1	2.5	-2.1	-1.1	12	-9	1
CCN(Cc1ccccc1)C(=O)c1cccc(S(=O)(=O)N2CCN(c3ccccc3)CC2)c1	-1.3	-0.3	-1.7	2.4	i	1.2	1	20	-1
O=C(O)COc1ccc(-c2nc(-c3ccccc3)c(-c3ccccc3)[nH]2)cc1	2.5	7.8	x	2.2	-0.2	3.8	11	7	98*
O=C1CCCc2c1oc1c2CCCC1	-5.2	-0.8	1.4	0.3	i	x	11	3	6
NC(=O)c1ccc(NC(=O)c2cccc3c2OCCCO3)cc1	-0.3	-1.4	-4.0	2.0	0.4	0.1	-10	-1	0
Cc1cc(NC(=O)CCC(=O)N(c2ccccc2)C(C(=O)NC2CCCCC2)c2cccs2)no1 (centres undefined)	-0.4	-1.2	-2.7	x	2.1	2.8	-1	25	-2
CC(C)(C)NC(=S)NNC(=O)c1cccc(Br)c1	x	6.1	-2.3	0.7	-3.7	2.2	8	2	-3
COc1ccc(S(=O)(=O)N2CCN(C(=O)c3cccs3)CC2)cc1	2.3	0.0	-0.9	x	i	1.1	0	-8	79*
O=C(Cn1cnc2ccccc2c1=O)NC1CCCc2ccccc21 (centres undefined)	-0.4	0.7	-3.0	x	i	2.7	-1	1	4
CC(=O)C1(O)CCC2C3CCC4=C(Cl)C(=O)CCC4(C)C3CCC21C (centres undefined)	1.8	0.1	-0.5	1.2	3.3	x	4	16	0
O=C(O)COc1ccccc1	-0.3	-0.9	-0.6	0.8	-0.1	1.7	-1	-3	4
Cc1cc(C(C)(C)C)oc1C(=O)N(CC(=O)NC1CCCC1)Cc1ccccc1Cl	x	1.6	-2.0	1.1	0.9	3.3	-7	27	0
CN(C)c1ccc(/C=C/C=C2/SC(=S)N(c3ccccc3)C2=O)cc1	-0.7	-0.8	-1.4	x	i	-1.9	17	-16	-4
Cc1cc(C)n(/C(=C/N(C)C)C(=O)c2ccccc2)n1	x	-1.4	0.2	2.0	i	-0.3	7	-5	-3

The list goes on; it opens with the 4 that closed the last part.
SMILES	Mtb BioA inh	PfHsp40 rescue	FadD28 binding	TcdB inh	Vc quorum ag	Mtb UGM inh	GDH-TPI counter	Yp Topo-I inh	FBA Mtb inh
O=C(O)COc1ccccc1	-0.3	-0.9	-0.6	0.8	-0.1	1.7	-1	-3	4
Cc1cc(C(C)(C)C)oc1C(=O)N(CC(=O)NC1CCCC1)Cc1ccccc1Cl	x	1.6	-2.0	1.1	0.9	3.3	-7	27	0
CN(C)c1ccc(/C=C/C=C2/SC(=S)N(c3ccccc3)C2=O)cc1	-0.7	-0.8	-1.4	x	i	-1.9	17	-16	-4
Cc1cc(C)n(/C(=C/N(C)C)C(=O)c2ccccc2)n1	x	-1.4	0.2	2.0	i	-0.3	7	-5	-3
O=C1CC(c2ccc(F)cc2)CC(O)=C1C1NCCc2ccccc21 (centres undefined)	-0.3	-0.9	2.2	x	-1.3	-4.8	-1	-4	1
O=C(NCC(c1cccs1)N1CCOCC1)c1cn(-c2ccccc2)nc1-c1ccc(F)cc1 (centres undefined)	x	1.0	-3.6	0.8	-1.4	-0.3	-3	1	-3
COc1ccccc1OCCC(=O)NCc1ccc2c(c1)OCO2	-0.1	-0.1	0.7	1.5	-0.5	0.8	-1	5	2
COc1ccccc1NC(=O)CN(Cc1ccco1)C(=O)c1ccc(Cl)nc1	x	0.8	-2.0	0.6	-0.5	2.0	0	-1	6
CC1CCCC(=NNC(=O)C2COc3ccccc3O2)C1 (centres undefined)	-0.2	-0.6	-3.4	1.0	i	1.3	2	3	-3
Cc1ccc(/C=N/NC(=O)CN2CCN(Cc3ccccc3Cl)CC2)o1	x	-0.9	-3.0	-0.1	-0.3	3.6	15	1	1
COc1ccc(Cl)cc1-n1c(=S)sc2c(=O)[nH]c(SCC(=O)NCCC(C)C)nc21	0.6	-0.1	-14	-0.6	0.4	x	7	15	-1
Cc1c(N=Cc2c(O)n(C)c(=O)[nH]c2=O)c(=O)n(-c2ccccc2)n1C	0.8	x	0.6	1.5	i	1.5	17	7	1
Cc1ccc(CCNC(=O)C2CCN(C(=O)N(C)C)CC2)cc1	0.1	-1.1	-3.3	x	i	1.4	2	4	-2
CC1CC(C)(C)n2c(O)c(N=NC(N)=S)c3cccc1c32 (centres undefined)	-1.4	1.0	-1.5	-1.5	i	2.1	14	-6	-1
Cc1cccc(Nc2nnc(SCC(=O)c3ccc(O)cc3O)s2)c1	-0.4	0.0	1.4	1.3	-1.3	3.5	18	-1	0
CCCc1nc(SCC(=O)O)c2sc(=S)n(-c3ccccc3)c2n1	0.4	0.1	-1.9	-1.9	i	2.4	24	3	0
COc1cc(-n2c(C)nc3cc(C(=O)NCc4ccco4)ccc32)cc(OC)c1OC	0.8	1.3	0.8	x	i	3.5	3	-3	2
Cc1ccc(NC(=O)c2ccc(-n3cccn3)c([N+](=O)[O-])c2)cc1C	-1.8	-0.2	-1.8	x	-0.3	-0.4	5	0	0
CCC(C)NC(=O)C(NS(=O)(=O)c1cccc2nsnc12)c1ccccc1 (centres undefined)	-5.1	-0.4	1.3	x	2.9	0.6	10	-12	-2
CCOc1ccc(-c2cc(C)n3nc(C(N)=O)cc3n2)cc1	1.0	-1.5	-3.5	x	i	-3.6	5	-4	52*
COC(=O)N/N=C/c1ccccc1Cl	x	0.0	-0.7	0.2	i	x	-4	5	2
CCN(CC)C(=O)c1ccc2c(c1)C1C=CCC1C(C(=O)O)N2 (centres undefined)	-5.0	1.5	12*	5.9	-0.2	2.9	1	4	-11
COc1ccc(NC(=O)CN(C)C(=O)CCCNC(=O)c2ccc(Cl)cc2)cc1	x	-0.9	-0.3	2.4	i	-1.6	1	-10	5
O=C(NNC(=S)NCC1CCCO1)c1cccc(S(=O)(=O)N2CCOCC2)c1 (centres undefined)	-0.5	0.2	-1.3	0.3	-0.3	-0.1	8	-1	1

Random excerpt: three records from the list, in no set order.
SMILES	Mtb BioA inh	PfHsp40 rescue	FadD28 binding	TcdB inh	Vc quorum ag	Mtb UGM inh	GDH-TPI counter	Yp Topo-I inh	FBA Mtb inh
CCC(C)NC(=O)C(NS(=O)(=O)c1cccc2nsnc12)c1ccccc1 (centres undefined)	-5.1	-0.4	1.3	x	2.9	0.6	10	-12	-2
COc1cc(-n2c(C)nc3cc(C(=O)NCc4ccco4)ccc32)cc(OC)c1OC	0.8	1.3	0.8	x	i	3.5	3	-3	2
CCN(CC)C(=O)c1ccc2c(c1)C1C=CCC1C(C(=O)O)N2 (centres undefined)	-5.0	1.5	12*	5.9	-0.2	2.9	1	4	-11

Additional records
SMILES	Mtb BioA inh	PfHsp40 rescue	FadD28 binding	TcdB inh	Vc quorum ag	Mtb UGM inh	GDH-TPI counter	Yp Topo-I inh	FBA Mtb inh
Cc1cc(C)nc(SCc2ccc(F)cc2)n1	x	-0.6	-1.6	-0.5	-0.3	2.8	4	19	-3
O=C(NS(=O)(=O)c1ccccc1)c1cccc(Br)c1	-0.5	2.1	2.4	0.5	i	-2.2	2	8	-1
CCSc1nnc(-c2ccccc2N)c(=O)[nH]1	-3.6	-0.6	-4.3	0.6	-2.6	-0.2	10	-5	-3
Cc1c(CCC(=O)O)c(=O)oc2cc(OCc3ccccc3Br)ccc12	1.3	-0.5	-0.3	0.1	-6.2	1.7	9	-9	61*
CCN1CCN(S(=O)(=O)c2ccc(F)c(C(=O)Nc3c(F)cc(F)cc3Br)c2)CC1	-3.3	-0.2	-2.6	1.1	i	1.5	4	-3	1
COC(=O)c1cc(=O)n(CCc2ccc(OC)c(OC)c2)c(=Nc2ccc(F)c(Cl)c2)s1	0.6	2.0	-4.0	-0.6	-0.2	-5.1	10	22	-2
O=C(Cn1ccc(NC(=O)OCc2ccccc2)nc1=O)NCc1ccc2[nH]ccc2c1	-2.3	-0.1	0.7	0.5	i	0.8	0	-5	1
